# LmPK inhibitor: blocks Leishmania mexicana pyruvate kinase activity. Q27686. purified LmPK, Kinase-Glo ATP luminescence, 1 h. Potency, µM (doses to about 57.5 µM), inactives show at the highest dose activity change, negative = inhibition, actives largely listed as inhibitors. 290,000 compounds, 0.37% hits; further: potency means the concentration at half of the fitted maximal effect; on the % scale 0 is the no-effect control and ±100 the full control effect
# Target sequence (Q27686 whole entry, looked up): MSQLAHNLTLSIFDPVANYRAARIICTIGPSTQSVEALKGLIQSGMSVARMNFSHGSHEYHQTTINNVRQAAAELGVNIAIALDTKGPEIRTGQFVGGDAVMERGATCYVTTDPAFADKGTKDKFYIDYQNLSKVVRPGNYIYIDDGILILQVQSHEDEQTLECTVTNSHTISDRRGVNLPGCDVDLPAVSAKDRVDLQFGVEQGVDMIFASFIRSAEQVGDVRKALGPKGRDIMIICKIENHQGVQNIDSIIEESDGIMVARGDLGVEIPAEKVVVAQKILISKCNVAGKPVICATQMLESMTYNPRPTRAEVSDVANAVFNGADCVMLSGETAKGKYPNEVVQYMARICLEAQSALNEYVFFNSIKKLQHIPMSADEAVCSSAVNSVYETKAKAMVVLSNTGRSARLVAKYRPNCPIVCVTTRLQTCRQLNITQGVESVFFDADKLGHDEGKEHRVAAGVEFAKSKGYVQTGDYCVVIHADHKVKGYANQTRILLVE
#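 In 50 mM imidazole pH 7.2 with 7 mM MgCl2, LmPK (0.1 nM) turned over PEP (0.5 mM) and ADP (0.1 mM) for 1 h at room temperature. Luciferase read-out of ATP.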
# Pf growth 96h: P. falciparum growth inhibition at 96 hour, primary screen for plastid delayed-death inhibitors | P. falciparum luciferase reporter growth, 96 h | Potency, µM (top dose mostly 28.7 µM), for inactives: top-dose activity change, negative = inhibition, hits mostly inhibitors | 320,000 compounds, 6.9% hits | AID 504834; further: potency means the concentration at half of the fitted maximal effect; on the % scale 0 is the no-effect control and ±100 the full control effect
#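 Erythrocytes infected with luciferase-expressing P. falciparum were dispensed at 2% hematocrit and 0.05% parasitemia (final), then incubated with compounds 96 hours at 37 C in 5% CO2. Luminescence after detection reagent addition reported growth.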
# Shiga toxin inh: Shiga toxin inhibition. Vero cells, Shiga toxin protein synthesis inhibition reporter. inhibition, % at 38.7 µM. 290,000 compounds, 9.2% hits; in the data active means inhibition mostly above about 28%, no sharp cut-off; inactive means mostly below about 43%; further: 0% is about no effect
# Pf growth 48h: P. falciparum growth inhibition at 48 hours (one generation); 310,000 compounds, 5.9% hits; P. falciparum luciferase growth in erythrocytes, 48 h; Potency, µM (highest dose often 28.7 µM), for the others: at the highest dose activity change, negative = inhibition, hits mostly inhibitors; further: potency means the concentration at half of the fitted maximal effect; on the % scale 0 is the no-effect control and ±100 the full control effect
#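 Luciferase-expressing parasites in RBCs, 2% Hct / 0.1% parasitemia final; RPMI 1640 + 0.5% Albumax; 37 C, 5% CO2, one generation; luminescence read-out, lower signal = inhibition.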
# CHX counter: counter-screen for Shiga toxin inhibitors: cycloheximide protein synthesis inhibition; cell reporter, cycloheximide protein synthesis inhibition counterscreen; max response, %; 300,000 compounds, 12% hits; in the data active means max response mostly above about 13%, no sharp cut-off; inactive means mostly below about 14%; further: read at 38.3 µM for the half of the compounds with a filed dose; 0% is about no effect
# Tb PYK inh: inhibitors of Trypanosoma brucei pyruvate kinase | TbPYK enzyme, Kinase-Glo Plus ATP luminescence, 45 min | Potency, µM (top dose mostly 76.8 µM), for inactives: top-dose activity, negative = inhibition, most hits filed as inhibitors | 410,000 compounds, 0.12% hits | AID 624173; further: potency means the concentration at half of the fitted maximal effect; on the % scale 0 is the no-effect control and ±100 the full control effect; nearly all actives have a fitted effect of over 50% in size
#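 TbPYK + substrate in 50 mM TEA pH 7.2, 100 mM KCl, 10 mM MgCl2, 0.05% BSA, 0.01% Tween-20; cpd pinned; ADP 130 uM final; 45 min RT; Kinase-Glo Plus 10 min; luminescence endpoint.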
# AmpC inh no detg: inhibitors of E. coli AmpC beta-lactamase without detergent; AID 485341; P00811; Potency, µM (highest dose often 57.1 µM), without a hit: at the highest dose activity change, negative = inhibition, most hits filed as inhibitors; AmpC nitrocefin hydrolysis, absorbance 480 nm, 0.0001% Triton; 330,000 compounds, 0.52% hits;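 further: potency means the concentration at half of the fitted maximal effect; plate controls were no compound for no effect and no enzyme for full effect; nearly all actives have a fitted effect of over 20% in size; some results filed as inactive show a strong effect at the top dose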
# Target sequence (P00811 whole entry, looked up): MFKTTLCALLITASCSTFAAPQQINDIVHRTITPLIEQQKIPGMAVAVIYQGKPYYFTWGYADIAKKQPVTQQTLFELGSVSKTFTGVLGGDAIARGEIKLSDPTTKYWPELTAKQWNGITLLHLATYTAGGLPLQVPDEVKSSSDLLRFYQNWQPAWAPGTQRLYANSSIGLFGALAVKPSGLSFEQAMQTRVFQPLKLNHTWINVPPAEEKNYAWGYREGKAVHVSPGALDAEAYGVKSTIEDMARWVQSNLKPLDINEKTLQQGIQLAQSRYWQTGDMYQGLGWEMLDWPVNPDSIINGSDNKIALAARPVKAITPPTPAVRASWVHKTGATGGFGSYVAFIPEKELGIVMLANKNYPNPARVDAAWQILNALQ
#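 AmpC (5.3 nM in the dispensed reagent) in 20 mM phosphate pH 7.0 with 0.01% (detergent screen) or 0.0001% Triton X-100 was preincubated with compounds for 15 min at room temperature. Nitrocefin was then added from an 800 uM solution, and hydrolysis was followed at 480 nm.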
# * = called active by the depositor; ? = inconclusive; / = not tested or not shown; + = active, no number; & = joins results of further samples; [ ] = dose if it differs, or a comment. Unless noted, the call rests on the fitted dose curve; in most records, active means well fitted curve in the direction sought with a large enough effect; inconclusive means small, poorly fitted or top-dose-only effect, or another doubt; inactive means no such curve, though single readings can be large; an effect the other way counts as inactive or inconclusive.
SMILES,LmPK inhibitor,Pf growth 96h,Shiga toxin inh,Pf growth 48h,CHX counter,Tb PYK inh,AmpC inh no detg
O=c1c2cc(Cl)ccc2nc(-c2ccccc2Cl)n1O,-9.6%,6.0%,-12.6,397.4%[activator],-1.9,-12.1%,-12.1%
CC1(C(=O)N2CC3(CC(c4cccc(NC(=O)COc5ccc(Cl)cc5)c4)=NO3)C[C@@H]2C(N)=O)CC1 (stereo partly drawn),4.9%,?,-7.2,13.1µM*,-2.3,0.5%,144.7%[activator]
CC(=O)Nc1nc(C)c(-c2csc(Nc3ccccn3)n2)s1,0.8%&-5.4%,?,89.9*,-1.8%&11.4%,37.3*,-2.8%&-14.6%,10.7%&-2.5%
CN(Cc1ncc[nH]1)C(=O)c1cc(COc2c(F)cccc2F)on1,3.8%,28.4%,13.9,31.5%[activator],0.9,-4.1%,-6.6%
CCc1cc(=O)[nH]c(SCc2cccc3ccccc23)n1,-3.4%,21.7%,-4.4,19.5%,-2.1,0.0%,-37.1%
COc1cc2oc(=O)cc(-c3ccc(-c4ccc(N(C)C)cc4)cc3)c2c(OC)c1OC,/,/,+,/,64.4*,2.0%,-10.7%
O=c1oc2ccccc2c(NCc2ccc(Cl)cc2)c1[N+](=O)[O-],-1.0%,0.0%,2.8,0.0%,-3.4,5.3%,-55.9%
Nc1cc([N+](=O)[O-])cc2oc(-c3ccccc3)cc12,0.3%,12.1%,53.5*,128.7%[activator],53.0*,0.1%,-47.8%
COc1ccc(NC(C)=O)cc1NC(C)C(=O)Nc1cccc(S(=O)(=O)N2CCOCC2)c1 (stereo not drawn),/,-6.3%,/,-12.3%,/,1.6%,10.9%
CC(=O)Nc1ccc(C(=O)Nc2ccc3c(c2)OCO3)cc1,-4.8%,2.33µM*,57.0*,31.3%[activator],17.7*,-7.1%,-14.5%
N=c1c2ccccc2nnn1-c1ccc(C(F)(F)F)cc1,1.0%,?,75.9*,0.294µM*,39.9*,-0.7%,-19.2%
COc1ccc2cc(C3=CCCCC3)ncc2c1,/,121.3%[activator],/,123.8%[activator],/,2.0%,-1.3%

# Some of the entries so far, with two lines to a compound.
# Order of results: LmPK inhibitor | Pf growth 96h | Shiga toxin inh | Pf growth 48h | CHX counter | Tb PYK inh | AmpC inh no detg
- O=c1oc2ccccc2c(NCc2ccc(Cl)cc2)c1[N+](=O)[O-]
→ -1.0% | 0.0% | 2.8 | 0.0% | -3.4 | 5.3% | -55.9%
- Nc1cc([N+](=O)[O-])cc2oc(-c3ccccc3)cc12
→ 0.3% | 12.1% | 53.5* | 128.7%[activator] | 53.0* | 0.1% | -47.8%
- COc1ccc(NC(C)=O)cc1NC(C)C(=O)Nc1cccc(S(=O)(=O)N2CCOCC2)c1 (stereo not drawn)
→ / | -6.3% | / | -12.3% | / | 1.6% | 10.9%

# Remaining list, next part
SMILES,LmPK inhibitor,Pf growth 96h,Shiga toxin inh,Pf growth 48h,CHX counter,Tb PYK inh,AmpC inh no detg
N/C(Cc1cccs1)=N\OC(=O)COc1ccc(Cl)cc1Cl,2.1%,0.0%,127.2*,/,59.1*,-2.8%,-12.7%
CC(C)OC(=O)C[N+](C)(C)CCN1C(=O)C2C(c3ccccc3)C=CC(c3ccccc3)C2C1=O (stereo not drawn),-3.1%,?,-4.2,?,-3.2,2.2%,139.8%[activator]
Clc1ccc(/C=N/N2CCCCC2)cc1,-24.4%,-7.6%,33.6*,-8.4%,28.6*,10.3%,-28.6%
COc1cc2sc(NC(=O)c3ccco3)nc2cc1Cl,3.3%,26.2%,101.8*,103.4%[activator],45.2*,0.2%,-19.9%
CC(C(=O)NC(C)(C)C)N(C(=O)CS(=O)CC(=O)Nc1ccc(F)cc1)c1ccccc1F (stereo not drawn),7.4%,?,9.5,3.5%,9.3,0.4%,35.3%
COc1ccc(OC)c(CNC(=O)Cn2nc(C)c3c(C)n(-c4ccc(C)cc4)nc3c2=O)c1,-2.4%,?,26.2,?,2.2,-7.4%,-5.6%
COc1ccc(S(=O)(=O)Nc2c(C)nc3nc[nH]n3c2=O)cc1,-1.2%,-16.7%,-5.7,0.0%,-5.0,-0.4%&-2.8%,-15.7%
CCn1c2ccccc2c2cc(NC(=O)C(C)Oc3ccccc3)ccc21 (stereo not drawn),0.7%,?,-15.4,?,-0.8,-0.6%,-23.3%
CCCC(C(=O)NCCc1ccc(S(N)(=O)=O)cc1)c1ccccc1 (stereo not drawn),-2.5%,?,19.6,-14.6%,-0.2,-0.4%,-17.6%
CCc1ccc(C(=O)N2CCN(c3ccc(NC(=O)c4ccco4)cc3)CC2)cc1,-5.4%,25.1%,-2.9,32.3%[activator],-0.8,-5.3%,-17.9%
Cc1ncc(CN2CCC(C(=O)Nc3ccc(-n4cccn4)cc3)CC2)s1,-3.6%,8.6%,-8.1,1.04µM*,1.0,3.1%,-5.3%
COc1ccc(OCc2cc(C(=O)N3CCOCC3)no2)c(Cl)c1,0.0%,53.7%[activator],90.9*,195.2%[activator],43.5*,1.5%,10.8%
O=C(CCN1C(=O)C2C3C=CC(C3)C2C1=O)NC1CCCCC1 (stereo not drawn),4.3%,-18.6%,7.4,30.4%[activator],-2.2,2.7%,-7.0%
Cc1c(N=Cc2nc3ccccc3[nH]2)c(=O)n(-c2ccccc2)n1C,-7.3%,6.9%,89.7*,25.6%,46.4*,-3.9%,-15.5%
C=CCn1c(C)csc1=Nc1ccc(C(C)=O)cc1,1.8%,191.8%[activator],111.0*,84.1%[activator],33.5*,3.8%,-8.2%[2.29 µM]
N#Cc1cc2c(nc1SCC(O)CS(=O)(=O)Cc1ccc(Cl)cc1)CCCC2 (stereo not drawn),5.8%,?,15.4,/,-1.5,0.4%,-31.3%
CC(C)NC(=O)c1onc(CSc2ccc(C(C)C)cc2)c1C(=O)O,-3.2%,79.0%[activator],-7.3,1.3%,-5.2,-3.5%,-22.8%
CCOc1cc(NC(=S)NCCOC)c(OCC)cc1NC(=O)c1cccs1,-0.8%,276.1%[activator],-11.9,-5.2%,-1.7,-1.4%,27.3%
CCOC(=O)CNc1c(N2CCN(c3ccccn3)CC2)c(=O)c1=O,4.5%,?,-8.0,/,-5.0,-2.9%,-9.3%
COc1ccc(Br)cc1S(=O)(=O)N1CCCc2ccccc21,4.0%,-21.9%,36.1*,?,19.8*,-0.4%,-7.8%
COc1ccccc1-n1nc(C(=O)O)c2ccccc2c1=O,-0.7%,?,-3.3,1.5%,-2.0,-4.8%,-15.0%
Cc1nc(CN2CCN(C(=O)CCc3nnc(Cc4c[nH]c5ccccc45)o3)CC2)cs1,10.4%,75.2%[activator],-4.6,?,-1.8,1.7%,118.2%[activator]
O=C(O)Cc1ccc2oc(-c3cccnc3)nc2c1,-4.0%,36.7%[activator],20.2,23.2%,-2.5,-1.0%,-14.5%
Cc1csc(NC(=O)C2CCCCC2)n1,6.2%,129.3%[activator],/,73.6%[activator],24.4*,1.3%,-12.6%
C=CCOc1cccc(C(=O)Nc2ncn[nH]2)c1,1.3%,9.6%,-2.0,8.3%,-2.7,1.5%,-13.1%
Cc1sc2nc(SCC(=O)O)[nH]c(=O)c2c1C,-6.4%,?,2.0,0.9%,-2.2,-14.1%,-21.3%
CCCc1cc(=O)[nH]c(SCCN2C(=O)c3ccccc3C2=O)n1,2.6%,13.3%,-3.9,12.9%,-3.0,-9.0%,-9.8%[11.4 µM]
Cc1nc2c(C#N)c[nH]n2c(=O)c1Cc1ccccc1,1.4%,45.5%[activator],-8.9,-10.1%,11.0,0.0%,-20.1%
CCCC[C@@H]1CNC(=O)C(=O)N1CCc1cc(C(F)(F)F)cc(C(F)(F)F)c1,5.4%,56.5%[activator],3.7,?,-3.4,-6.3%,78.6%[activator]
CN1CCN(S(=O)(=O)c2ccc(Cl)nc2)CC1,-1.5%,7.0%,2.6,8.8%,-1.5,-1.4%,-27.3%
CCOC(=O)/C=C/[C@H]1Cc2ccccc2CO1,/,-0.9%,/,40.4%[activator],/,-1.1%,-1.6%
O=C(CSc1ncn[nH]1)N1N=C2/C(=C/c3ccccc3)CCCC2C1c1ccccc1 (stereo not drawn),0.1%,7.38µM*,-26.4,?,0.1,-0.1%,0.5%
COc1ccc(F)cc1S(=O)(=O)NC(Cc1ccccc1)C(N)=O (stereo not drawn),-2.6%,/,-13.6,7.1%,0.2,2.5%,-16.3%
CN(C)S(=O)(=O)c1ccc(NC(=O)c2ccncc2)cc1,2.2%,-6.0%,-3.4,-1.9%,-3.7,-5.0%,-9.5%
CCOC(CNC(=O)c1cc(C)nn1-c1ccccc1)OCC,-1.7%,/,9.2,6.0%,-1.9,1.8%,-0.9%
O=C(Nc1ccc(F)cc1)Nc1ccc2c(c1)OCO2,-7.2%,-28.0%,11.7,?,-2.3,1.6%,93.3%[activator]
Cc1ccc(S(=O)(=O)Nc2ccc(C(=O)N3CCOCC3)cc2)cc1,-4.2%,?,-1.4,14.6%,-6.4,-2.9%,-9.6%
O=C(Nc1cccc(-c2nnc(-c3ccccc3)o2)c1)C1CCCCC1,0.3%,23.4%,-2.5,1.6%,5.8,-10.8%,0.4%
CC1CCN(C(=O)CSc2nc3c(c(=O)n2C)SCC3)CC1,-6.1%,?,12.8,-5.8%,17.9*,-9.3%,-18.3%
COc1ccc(N(Cc2ccccc2)S(=O)(=O)c2cccc(C(=O)Nc3ncccc3C)c2)cc1,/,?,/,?,/,3.0%,21.9%
Cc1nn(-c2ccccc2)c2ncc(C(=O)c3cc(Cl)ccc3O)cc12,3.1%,2.62µM*,2.3,1.85µM*,-2.5,5.4%,-12.4%
COc1c(C)cc(Br)cc1C(=O)NC(=S)NCc1ccco1,2.8%,5.2%,-7.6,?,-3.5,6.6%,-31.2%
COc1ccc(CNc2c(C(=O)O)cnc3c2cnn3C)cc1,11.3%,?,-15.9,-1.5%,-3.1,1.5%,-17.0%
Cc1c(C(=O)Nc2cccc([N+](=O)[O-])c2)csc1-c1ccccc1,-1.5%,-41.4%,83.2*,112.1%[activator],45.8*,5.7%,-29.5%
COc1ccc(C(=O)Nc2ccnn2C2CCN(Cc3ccccn3)CC2)cc1,-0.3%,53.0%[activator],-5.5,27.8%,-1.4,0.8%,3.5%
CCc1ccc(N=C2NC(=O)/C(=C/c3cc(Br)c(OCC(=O)O)c(OC)c3)S2)cc1,4.9%,-11.2%,-8.6,0.0%,5.2,1.0%,-2.1%
Cc1ccc(Nc2nnc(SCc3nc4ccccc4c(=O)[nH]3)s2)cc1,3.5%,?,-3.8,-8.9%,1.3,-4.8%,-20.1%
CCOc1ccc(NC(=O)COC(=O)C2C3CC4OC(=O)C2C4C3)cc1 (stereo not drawn),11.7%,43.6%[activator],-2.7,?,25.7,-0.9%,-3.6%
Cc1c(NC(=O)COC(=O)c2ccc(Br)o2)c(=O)n(-c2ccccc2)n1C,8.0%,2.4%,-8.9,0.0%,-3.5,-12.2%,-13.6%
CCOC(=O)c1sc(NC(=O)c2ccc(S(=O)(=O)N(CC)CC)cc2)nc1C,5.1%,?,-8.7,/,0.6,-0.9%,-11.4%

# Assay outcomes from PubChem.
